D2 potentiator: positive allosteric modulators of human D2 dopamine receptor | P14416 | HEK293 T-REx D2, calcium flux, EC20 dopamine potentiation | potentiation, % at 10 µM | 340,000 tested, 0.34% active | AID 485347;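 active means potentiation over 3 SD above the plate norm, cut at about 30% in these data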; further: 0% is about no effect
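Cells plated with tetracycline inducer and held overnight at 30 C; calcium dye loaded 30–90 min at room temperature; baseline taken, compound added and read 180 s; EC20 dopamine then added and read 180 s.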
D1 ag: human D1 receptor agonism; P21728; HEK293 T-REx D1 cells, calcium flux, agonist mode; activation, % at 2 µM; AID 504660; 360,000 tested, 1% active; in the data active means activation above about 30%; further: 0% is about no effect
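Tetracycline-induced HEK293 TREx D1 cells, force-coupled to calcium signalling, were dye-loaded with a no-wash calcium kit. Compound was pin-added after a 10 s baseline. Fluorescence was read kinetically at 1 cycle/s for 180 s, with calcium rises flagged as agonism.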
LDHA inh: inhibitors of human lactate dehydrogenase A | activity change, % (values are at about 110 or 230 µM) | 480,000 tested, 0.15% active | AID 1347041 | P00338 | purified LDHA, NADH/diaphorase-resazurin fluorescence; hits give low values; in the data active means activity change below about -30%;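 further: plate controls were DMSO wells for no effect and wells without enzyme for full effect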
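Resorufin fluorescence (ex540/em590), read at 0 and 20 min after diaphorase/resazurin addition, reports the NADH left after a 5 min room-temperature reaction of 2 nM human LDH5 with 0.06 mM NADH and 0.2 mM pyruvate.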
D1 PAM: human D1 dopamine receptor positive modulation. 360,000 tested, 0.036% active. P21728. HEK293 TREx D1 cells, calcium flux, dopamine EC20 potentiation. AID 504651. potentiation, % at 10 µM; in the data active means potentiation above about 30%; further: 0% is about no effect
Vif-APOBEC3F blk: Vif-A3F binding inhibition. HeLa A3F-eYFP + Vif (tagged APOBEC3F with the HIV-1 protein that degrades it), YFP fluorescence increase. Potency, µM (highest dose often 46.1 µM), for the others: at the highest dose activity, negative = active. 390,000 tested, 0.2% active. AID 602313; further: potency means the concentration at half of the fitted maximal effect; % of control where 0% means no effect; nearly all actives have a fitted effect of over 65% in size
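HeLa cells stably expressing Vif plus C-terminally eYFP-tagged A3F were seeded, incubated overnight at 37 deg C, dosed with compound, incubated overnight again at 37 deg C. Yellow fluorescence (Ex 488/Em 500-530) reported blocked Vif-mediated A3F-eYFP degradation.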
Vif-APOBEC3G blk: blocks the Vif interaction with human APOBEC3G; Q9HC16; HeLa A3G-eYFP + Vif (tagged APOBEC3G with the HIV-1 protein that degrades it), YFP fluorescence, overnight; Potency, µM (titrated, usually from 46.1 µM), for inactives: top-dose activity, negative = active, most hits filed as inhibitors; 410,000 tested, 0.076% active;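 further: potency means the concentration at half of the fitted maximal effect; on the % scale 0 is the no-effect control and ±100 the full control effect; nearly all actives have a fitted effect of over 60% in size; hits raise eYFP signal because A3G escapes Vif-driven loss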
Target sequence (Q9HC16 whole entry, looked up): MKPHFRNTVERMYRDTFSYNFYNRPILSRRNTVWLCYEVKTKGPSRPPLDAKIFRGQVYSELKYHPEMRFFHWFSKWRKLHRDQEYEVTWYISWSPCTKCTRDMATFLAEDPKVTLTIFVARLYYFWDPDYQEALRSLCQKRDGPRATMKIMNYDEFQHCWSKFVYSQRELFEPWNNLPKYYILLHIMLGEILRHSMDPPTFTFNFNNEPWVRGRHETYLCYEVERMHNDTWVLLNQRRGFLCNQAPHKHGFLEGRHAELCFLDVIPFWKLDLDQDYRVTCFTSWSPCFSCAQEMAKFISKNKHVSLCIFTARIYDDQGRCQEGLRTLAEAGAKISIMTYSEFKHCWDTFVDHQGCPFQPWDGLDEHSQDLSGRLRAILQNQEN
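Read-out is eYFP fluorescence (Ex 488/Em 500-530) from Vif-expressing HeLa A3G-eYFP cells; more signal means A3G escaped Vif-mediated degradation. Cells plated overnight, compound pinned in, incubated overnight at 37 deg C.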
Glioma ERSR ind: induces the endoplasmic reticulum stress response in human glioma cells. U87-MG GRP78 promoter luciferase reporter, 16 h. Potency, µM, without a hit: at the top dose activation, hits mostly activators. 420,000 tested, 0.02% active. AID 602332; further: potency means the concentration at half of the fitted maximal effect; series mostly up to about 76 µM; % of control where 0% means no effect; nearly all actives have a fitted effect of over 35% in size
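Stably transfected U87-MG human glioma cells carrying a GRP78-based luminescent sensor were seeded at 1000 cells/well, pin-dosed with compounds and incubated 16 h. Luciferase reagent was then added, and end-point luminescence was read after 10 min at room temperature.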
D1 antagonist: antagonists of human D1 dopamine receptor. P21728. activity change, negative = inhibition, % at 10 µM. HEK293 TREx D1 cells, calcium flux, dopamine EC80; hits give low values. AID 504652. 360,000 tested, 3.2% active; in the data active means activity change below about -30%; further: on the % scale 0 is the no-effect control and ±100 the full control effect
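Tetracycline-induced HEK293 T-REx cells with force-coupled D1 receptor were loaded with a no-wash calcium dye. Compound was added after a 10 s baseline and read kinetically for 180 s; EC80 dopamine was then added and calcium flux followed another 180 s.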
RXFP1 agonist: RXFP1 (human) receptor agonism | Q9HBX9 | HEK293T-RXFP1 cAMP TR-FRET, 30 min; response scale: percent of porcine relaxin response, buffer zero | Potency, µM (series often up to 57.5 µM), for the others: top-dose activation, hits mostly activators | 370,000 tested, 0.3% active | AID 2676; further: potency means the concentration at half of the fitted maximal effect; on the % scale 0 is the no-effect control and ±100 the full control effect; nearly all actives have a fitted effect of over 60% in size; many of its hits are not listed in these tables
Target sequence (Q9HBX9 whole entry, looked up): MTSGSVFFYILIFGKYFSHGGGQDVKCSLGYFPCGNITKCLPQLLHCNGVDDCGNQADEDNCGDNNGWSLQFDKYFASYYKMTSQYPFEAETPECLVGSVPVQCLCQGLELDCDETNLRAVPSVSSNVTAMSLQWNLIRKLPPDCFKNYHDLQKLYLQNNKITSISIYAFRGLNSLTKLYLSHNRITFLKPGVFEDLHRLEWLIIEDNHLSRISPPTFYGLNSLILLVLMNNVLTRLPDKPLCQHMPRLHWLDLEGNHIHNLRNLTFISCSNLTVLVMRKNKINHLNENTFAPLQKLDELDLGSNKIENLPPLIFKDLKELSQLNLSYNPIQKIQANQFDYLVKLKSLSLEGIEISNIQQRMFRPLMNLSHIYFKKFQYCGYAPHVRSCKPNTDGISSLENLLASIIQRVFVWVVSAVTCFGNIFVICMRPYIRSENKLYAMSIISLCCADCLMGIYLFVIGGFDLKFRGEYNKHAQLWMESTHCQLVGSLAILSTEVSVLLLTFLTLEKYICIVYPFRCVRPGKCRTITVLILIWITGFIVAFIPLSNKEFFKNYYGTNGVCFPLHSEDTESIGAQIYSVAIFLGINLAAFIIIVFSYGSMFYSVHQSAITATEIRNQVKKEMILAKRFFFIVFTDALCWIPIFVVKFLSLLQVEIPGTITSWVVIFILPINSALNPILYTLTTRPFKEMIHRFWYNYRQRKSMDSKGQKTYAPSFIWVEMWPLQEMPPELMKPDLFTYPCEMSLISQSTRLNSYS
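HEK293T cells stably expressing RXFP1 were pretreated with the PDE4 inhibitor Ro 20174, exposed to compounds for 30 min at 37C, lysed, and cAMP was read by TR-FRET. Data normalized to buffer (basal) and 29 nM porcine relaxin (100%).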
Starred values were filed as active, the others as inactive; & = joins results of further samples. Unless noted, the call rests on the fitted dose curve; in most records, active means well fitted curve in the direction sought with a large enough effect; inconclusive means small, poorly fitted or top-dose-only effect, or another doubt; inactive means no such curve, though single readings can be large; an effect the other way counts as inactive or inconclusive.

Screening COc1ccc(S(=O)(=O)ON=C2CC(C)(C)N(C(C)=O)C(C)(C)C2)cc1 returned D2 potentiator -4, D1 ag 6, LDHA inh -4, D1 PAM 5, Vif-APOBEC3F blk -1%, Vif-APOBEC3G blk -1%, Glioma ERSR ind -2%, D1 antagonist 9 and RXFP1 agonist 13%.
For CN(C)S(=O)(=O)c1ccc(C(=O)Nc2ccc(-n3nncc3-c3ccccc3)cc2)cc1 the results were D2 potentiator -3, D1 ag 6, LDHA inh 2, D1 PAM -2, Vif-APOBEC3F blk 0%, Vif-APOBEC3G blk 1%, Glioma ERSR ind -2%, D1 antagonist 6 and RXFP1 agonist -0.1%.
`Cc1cc(C)nc(NS(=O)(=O)c2ccc(NC(=S)NC(=O)C(C)C)cc2)n1` gave D2 potentiator -8, D1 ag -3, LDHA inh -4, D1 PAM 2, Vif-APOBEC3G blk -1%, Glioma ERSR ind 1%, D1 antagonist 12 and RXFP1 agonist -1.6%.
Screening CCN1C(=O)/C(=C\N(C(C)=O)c2ccccc2)OC1=S returned D2 potentiator 10, D1 ag 2, LDHA inh -5, D1 PAM -6, Vif-APOBEC3F blk 0%, Vif-APOBEC3G blk 0%, Glioma ERSR ind 2%, D1 antagonist 0 and RXFP1 agonist -0.1%.
Screening COc1ccc(CNC(=O)c2sc3nc4n(c(=O)c3c2C)CCC4)cc1 returned D2 potentiator 10, D1 ag 18, LDHA inh -5, D1 PAM -3, Vif-APOBEC3F blk 7%, Vif-APOBEC3G blk -4%, Glioma ERSR ind -2%, D1 antagonist -13 and RXFP1 agonist -0.6%.
Screening COc1ccc(C(=O)NCCS(=O)(=O)N2CCCC2)cc1 returned D2 potentiator 7, D1 ag 1, LDHA inh -8, D1 PAM 4, Vif-APOBEC3F blk 0%, Vif-APOBEC3G blk 0%, Glioma ERSR ind 0%, D1 antagonist 8 and RXFP1 agonist -0.1%.
Screening CC(=O)OCC(OC(C)=O)C(OC(C)=O)C(OC(C)=O)C(=O)Nc1ccccc1 (centres undefined) returned D2 potentiator 2, D1 ag 3, LDHA inh 2, D1 PAM -1, Vif-APOBEC3F blk 0%, Vif-APOBEC3G blk -4%, Glioma ERSR ind -1%, D1 antagonist -8 and RXFP1 agonist -0.1%.
For COc1ccc(CNC(=S)Nc2ccc3nc(N4CCOCC4)cc(C)c3c2)cc1 the results were D2 potentiator 22, D1 ag 6, LDHA inh 4, D1 PAM -8, Vif-APOBEC3F blk 1%, Vif-APOBEC3G blk 4%, Glioma ERSR ind -3%, D1 antagonist -3 and RXFP1 agonist 2.8%.
CCN1CCN(S(=O)(=O)c2ccc(S(=O)(=O)NCC3CCCO3)cc2)CC1 (centres undefined) was read as D2 potentiator 5, D1 ag 0, LDHA inh -2, D1 PAM -3, Vif-APOBEC3F blk -7%, Vif-APOBEC3G blk 4%, Glioma ERSR ind 1%, D1 antagonist -3 and RXFP1 agonist -0.2%.
For CC(=O)c1ccc(-c2nnc(CCC(=O)N(C)Cc3c(C)nc4ccccn34)o2)s1 the results were D2 potentiator -4, D1 ag 0, LDHA inh 0, D1 PAM -4, Vif-APOBEC3F blk 11%, Vif-APOBEC3G blk 5%, Glioma ERSR ind 0%, D1 antagonist -17 and RXFP1 agonist 13%.
Screening COc1cccc(/C=N/NC(=O)CCc2c(C)n[nH]c2C)c1O returned D2 potentiator 0, D1 ag 3, LDHA inh 2, D1 PAM -2, Vif-APOBEC3F blk -19%, Vif-APOBEC3G blk -1%, Glioma ERSR ind 0%, D1 antagonist -9 and RXFP1 agonist 1.0%.
CCN(CC)c1ccc(N=Nc2nn(C)c(C)c2[N+](=O)[O-])cc1 was read as D2 potentiator 17, D1 ag 2, LDHA inh 1, D1 PAM 10, Vif-APOBEC3F blk -3%, Vif-APOBEC3G blk -1%, Glioma ERSR ind -1%, D1 antagonist 7 and RXFP1 agonist 0.4%.
For COc1ccc(Br)c(C(=O)OCC(=O)NC(=O)NC2CCCC2)c1 the results were LDHA inh 3, Vif-APOBEC3F blk 0%, Vif-APOBEC3G blk -7% and Glioma ERSR ind 2%.
Screening Cc1ccc(S(=O)(=O)Nc2cc(C(=O)NCCN(C)C)ccc2N2CCCCC2)cc1 returned D1 ag 7, LDHA inh -6, D1 PAM 4, Vif-APOBEC3F blk 1%, Vif-APOBEC3G blk -3%, Glioma ERSR ind -9%, D1 antagonist 2 and RXFP1 agonist 0.4%.
NS(=O)(=O)c1ccc(CCNC(=O)CSc2nc3c(sc(=S)n3-c3ccccc3)c(=O)[nH]2)cc1 was read as LDHA inh 2, Vif-APOBEC3F blk -5%, Vif-APOBEC3G blk 1% and Glioma ERSR ind -6%.
`O=C(CS(=O)(=O)Cc1ccccc1)Nc1ccc(S(=O)(=O)N2CCCCCC2)cc1` gave D2 potentiator -4, D1 ag 3, LDHA inh -2, D1 PAM 5, Vif-APOBEC3F blk 1%, Vif-APOBEC3G blk 3%, Glioma ERSR ind 0%, D1 antagonist -7 and RXFP1 agonist 1.2%.
Screening CN1CCN(C(=O)/C=C/c2ccc(Cl)cc2)CC1 returned D2 potentiator -38, D1 ag 7, LDHA inh -10, D1 PAM -2, Vif-APOBEC3F blk -1%, Vif-APOBEC3G blk -1%, Glioma ERSR ind -1%, D1 antagonist -9 and RXFP1 agonist -2.1%.
Screening Cc1cc(NC(=O)CCN2C(=O)/C(=C/c3ccccc3F)SC2=S)no1 returned D2 potentiator -7, D1 ag 9, D1 PAM -8, D1 antagonist -4 and RXFP1 agonist -0.4%.
`COc1ccc(/C=N/OCC(=O)N2CC3(C)CC2CC(C)(C)C3)cc1OC` (centres undefined) gave D2 potentiator 2, D1 ag 1, LDHA inh -4, D1 PAM -11, Vif-APOBEC3F blk -6%, Vif-APOBEC3G blk 3%, Glioma ERSR ind -2%, D1 antagonist -22 and RXFP1 agonist 1.9%.
`COC(=O)c1cc(OC)c(OC)cc1NC(=O)c1cccnc1` gave D2 potentiator 20, D1 ag 0, D1 PAM 0, D1 antagonist -3 and RXFP1 agonist 7.1%.
Screening CC(C)(C)N(Cc1ccccc1)C(=O)COC(=O)Cn1[nH]c(=O)c2ccccc2c1=O returned LDHA inh -3, Vif-APOBEC3F blk -2%, Vif-APOBEC3G blk 0% and Glioma ERSR ind -1%.
For Cc1ccc(C)c(OCC(=O)NCC(C)(C)N2CCOCC2)c1 the results were D2 potentiator 14, D1 ag 7, LDHA inh -2, Vif-APOBEC3F blk -3%, Vif-APOBEC3G blk -1%, Glioma ERSR ind -1%, D1 antagonist 3 and RXFP1 agonist 1.0%.
Screening CCOC(=O)C(CC)N1CCN(Cc2ccc(F)cc2)C(=O)C1=O (centres undefined) returned D2 potentiator -6, D1 ag 2, LDHA inh 2, D1 PAM -1, Vif-APOBEC3F blk 1%, Vif-APOBEC3G blk 4%, Glioma ERSR ind -4%, D1 antagonist -20 and RXFP1 agonist 0.2%.
For Cc1ccc(C(=O)Nc2cc3c(cc2Cl)OCCCO3)cc1 the results were D2 potentiator 3, D1 ag 1, LDHA inh -3, D1 PAM 2, Vif-APOBEC3F blk 4%, Vif-APOBEC3G blk 1%, Glioma ERSR ind 0%, D1 antagonist -4 and RXFP1 agonist -1.2%.
`Cc1cc(F)ccc1S(=O)(=O)N1CCCOC1CNC(=O)C(=O)NCc1cccnc1` (centres undefined) gave D2 potentiator -2, D1 ag 0, LDHA inh -3, D1 PAM -5, Vif-APOBEC3F blk 6%, Vif-APOBEC3G blk -5%, Glioma ERSR ind -5%, D1 antagonist 16 and RXFP1 agonist 0.0%.
`CC(=O)N1CCc2cc(S(=O)(=O)CCC(=O)N3CCN(c4ccccc4F)CC3)ccc21` gave D2 potentiator -4&8, D1 ag 5&9, LDHA inh 0&-9, D1 PAM -4&0, Vif-APOBEC3F blk 7%&-6%, Vif-APOBEC3G blk 3%&0%, Glioma ERSR ind -2%&1%, D1 antagonist -4&-17 and RXFP1 agonist 5.2%&8.9%.
`NC(=S)Cc1ccccc1Cl` gave D2 potentiator -16, D1 ag 0, LDHA inh -7, D1 PAM -3, Vif-APOBEC3F blk 12%, Vif-APOBEC3G blk -3%, Glioma ERSR ind -5%, D1 antagonist 5 and RXFP1 agonist -0.9%.
CC(CCc1ccccc1)NC(=O)c1cncc(Br)c1 (centres undefined) was read as D2 potentiator -7, D1 ag -1, LDHA inh -4, D1 PAM -4, Vif-APOBEC3F blk 1%, Vif-APOBEC3G blk 1%, Glioma ERSR ind 3%, D1 antagonist -15 and RXFP1 agonist -0.4%.
CCC(=O)c1cc2c(cc1NC(=O)c1cccs1)OCCO2 was read as D2 potentiator 20, D1 ag 2, LDHA inh -8, D1 PAM -5, Vif-APOBEC3F blk 1%, Vif-APOBEC3G blk -1%, Glioma ERSR ind -3%, D1 antagonist 20 and RXFP1 agonist -0.3%.
For COc1ccc(OC)c(NC2c3ccccc3C(=O)N2c2cccnc2)c1 (centres undefined) the results were D2 potentiator 10, D1 ag 2, LDHA inh 10&8, D1 PAM -2, Vif-APOBEC3F blk 8%, Vif-APOBEC3G blk 0%, Glioma ERSR ind -2%, D1 antagonist 7 and RXFP1 agonist 0.1%.
`Cc1ccsc1C(=O)N1CCCC(CCC(=O)NCc2ccccc2F)C1` (centres undefined) gave D2 potentiator 10, D1 ag 4, LDHA inh -3, D1 PAM 2, Vif-APOBEC3F blk 0%, Vif-APOBEC3G blk 0%, Glioma ERSR ind -2%, D1 antagonist -5 and RXFP1 agonist 0.2%.
O=C(Cn1cnc2c(nnn2Cc2ccccc2)c1=O)NCc1ccco1 was read as D2 potentiator -11, D1 ag 2, LDHA inh 0, D1 PAM -13, Vif-APOBEC3F blk -2%, Vif-APOBEC3G blk -6%, Glioma ERSR ind 3%, D1 antagonist 0 and RXFP1 agonist 1.1%.
`O=c1c(S(=O)(=O)c2ccc(Cl)cc2)cn(Cc2ccc(F)cc2)c2ccc(F)cc12` gave D2 potentiator 4, D1 ag 11, LDHA inh 0, D1 PAM -1, Vif-APOBEC3F blk -7%, Vif-APOBEC3G blk -2%, Glioma ERSR ind -4%, D1 antagonist -4 and RXFP1 agonist 0.1%.

Only part of the results is shown. The share of hits here may be higher or lower than overall.
